# Screening results deposited in PubChem by several laboratories.
# KCNK9 inh: human KCNK9 channel inhibition; AID 488922; 1.2% of 310,000 active; B-score at 10 µM; HEK293 KCNK9, FluxOR thallium flux fluorescence; hits give low values; Q9NPC2;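 active = ratio B-score over 3 SD below the library mean, with starting fluorescence within 5 SD of its mean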;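 also: negative B-score means less thallium flux so channel inhibition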
# KCNQ1 act: potentiators or activators of human KCNQ1 potassium channel; 0.35% of 310,000 active; CHO-K1 KCNQ1, thallium flux FluxOR fluorescence; hits give high values; B-score at 10 µM; P51787;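 active = fluorescence ratio B-score, a plate-corrected score, at least three library SD, with initial intensity B-score within 5 SD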
#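 Assay system: stable KCNQ1 CHO-K1 line; medium: assay buffer, equal DMSO in all wells; timing: 90 min dye loading and 20 min compound exposure, both at room temperature; technique: kinetic FluxOR thallium fluorescence, 10-s 1-Hz baseline, 110-s post-stimulus read; read-out basis: B score of baseline-normalized fluorescence ratio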
# GSK3B inh: blocks human GSK3beta kinase activity; activity score (negative = inhibition), % at 10 µM; GST-GSK3beta kinase, ADP-Glo luminescence, 60 min; hits give low values; 0.038% of 300,000 active;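 active = more than half of replicate wells score below -50%, meaning over 50% inhibition versus plate controls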;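 also: 0% = median DMSO wells and -100% = median GW8510 positive control wells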
# Target sequence (P49841 whole entry, looked up): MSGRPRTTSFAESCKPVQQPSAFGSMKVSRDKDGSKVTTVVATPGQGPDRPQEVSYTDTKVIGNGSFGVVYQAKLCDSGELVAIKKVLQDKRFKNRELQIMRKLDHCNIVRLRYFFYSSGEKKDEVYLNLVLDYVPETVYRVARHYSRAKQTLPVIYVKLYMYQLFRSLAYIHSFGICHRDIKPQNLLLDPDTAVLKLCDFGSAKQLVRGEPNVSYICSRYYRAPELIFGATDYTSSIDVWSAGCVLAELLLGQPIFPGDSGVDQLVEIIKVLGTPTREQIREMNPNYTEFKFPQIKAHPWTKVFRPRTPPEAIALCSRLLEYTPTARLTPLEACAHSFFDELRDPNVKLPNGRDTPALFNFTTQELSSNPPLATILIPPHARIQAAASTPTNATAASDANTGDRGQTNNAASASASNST
#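 Test system – GST-tagged human GSK3beta kinase, cell-free · Incubation – 60 min enzyme reaction, room temperature · Signal – ADP-Glo luminescence · Also added – peptide substrate and ATP at 25 µM · Controls – DMSO neutral wells and GW8510 at 20 µM as positive · Buffer or medium – Tris/MgCl2 kinase buffer · Measure – Luminescence-derived activity versus plate DMSO and GW8510 wells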
# GSK3 alpha inh: human GSK-3 alpha kinase inhibition; 0.1% of 320,000 active; inhibition, % at 10 µM; ADP-Glo luminescence, 60 min; P49840; AID 2650;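 in the data active = inhibition above about 50%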;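 also: GST-tagged GSK-3 alpha with peptide substrate and 25 µM ATP; 0% = DMSO neutral wells and 100% = GW8510 positive control wells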
# Target sequence (P49840 whole entry, looked up): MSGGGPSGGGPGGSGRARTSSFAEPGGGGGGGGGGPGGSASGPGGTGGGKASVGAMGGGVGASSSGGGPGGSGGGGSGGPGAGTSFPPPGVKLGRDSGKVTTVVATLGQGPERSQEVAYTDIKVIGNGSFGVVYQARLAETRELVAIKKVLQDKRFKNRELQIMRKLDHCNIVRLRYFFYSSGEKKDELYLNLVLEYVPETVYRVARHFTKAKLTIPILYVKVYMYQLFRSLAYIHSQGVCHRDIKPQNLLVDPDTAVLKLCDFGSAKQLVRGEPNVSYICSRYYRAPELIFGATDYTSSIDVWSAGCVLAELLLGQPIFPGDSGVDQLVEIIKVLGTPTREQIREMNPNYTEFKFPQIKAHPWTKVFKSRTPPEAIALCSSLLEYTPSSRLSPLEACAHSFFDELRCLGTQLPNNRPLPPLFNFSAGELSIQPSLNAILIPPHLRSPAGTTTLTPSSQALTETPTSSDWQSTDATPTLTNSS
# RGS4 block: inhibitors of human RGS4; HEK293 M3R/RGS4 inducible, Fluo-4 calcium flux; hits give high values; triggered by carbachol at its EC20; 0.45% of 310,000 active; AID 463165; B-score at 10 µM;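 active = B-score, a plate-corrected calcium signal, over three deviations above library mean, with baseline fluorescence within five deviations of library mean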;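 also: RGS4 expression induced by doxycycline in cells with stable M3 receptor; B-score is computed from the integrated fluorescence ratio over baseline after carbachol; higher B-score means a larger calcium signal and so more RGS4 inhibition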
# Target sequence (P49798 whole entry, looked up): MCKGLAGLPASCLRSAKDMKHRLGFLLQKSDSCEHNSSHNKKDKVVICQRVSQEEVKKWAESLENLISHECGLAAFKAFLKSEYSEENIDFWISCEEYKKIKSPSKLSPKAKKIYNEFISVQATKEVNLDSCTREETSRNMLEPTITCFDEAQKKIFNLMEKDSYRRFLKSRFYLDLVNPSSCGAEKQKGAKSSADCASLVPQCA
# KCNQ1 inh: human KCNQ1 channel inhibition. CHO-K1 KCNQ1, FluxOR thallium flux fluorescence; hits give high values. 1.3% of 310,000 active. B-score at 10 µM. P51787;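 active = compounds whose thallium flux B-score, printed positive for inhibition, exceeds three library SD while starting fluorescence stays within three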;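 also: channel opened by potassium depolarization with thallium stimulus after 20 min compound exposure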
# Dyrk1A ADPGlo: Dyrk1A (rat) kinase inhibition; 0.43% of 310,000 active; inhibition, % at 12.5 µM; ADP-Glo luminescence, NFATc1 peptide; Q63470; in the data active = inhibition above about 50%;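 also: plate controls were vehicle with enzyme for no effect and no enzyme for full effect; many of its hits are not listed in these tables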
# PolyA inhibitor: blocks polyadenylation in yeast reporter cells; AID 1875; 0.02% of 300,000 active; calls only at 12 µM; S. cerevisiae SKY197-pL101 polyadenylation reporter, beta-gal luminescence; efflux-impaired pdr1/pdr3 knockout yeast; score 100 = 6 SD above DMSO;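 active = lowest replicate activity score at least 50, where 100 means six control SD above control mean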;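 also: yeast exposed to compound for 9 h at 30 °C; higher score means more reporter readthrough which indicates perturbed polyadenylation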
# hERG protect: hERG (human) protection from proarrhythmic block; 0.51% of 310,000 active; AID 1511; Q12809; CHO-hERG, FluxOR thallium flux, dofetilide IC70 present; activation (rescue from dofetilide block), less the hit threshold, % at 10 µM;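 active = activation above the mean of controls blocked by dofetilide plus 5 SD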;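 also: thallium influx through hERG after potassium depolarization seen as dye fluorescence rise; in these data hits start at about 4.7%; inactives centre near -7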
# RGS4 pot: potentiators or activators of RGS4; HEK293 M3R/inducible RGS4, carbachol calcium flux Fluo4; hits give low values; B-score at 10 µM; 0.92% of 310,000 active; AID 463111;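 active = B-score of the integrated calcium signal more than 4 SD below the library mean, with starting fluorescence not abnormally high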;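 also: negative B-score means reduced calcium response which marks RGS4 activation or potentiation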
#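 System: HEK293 FlpIn-TREx cells, stable M3R, doxycycline-inducible RGS4. Timing: overnight RGS4 induction, 30 min dye load 37 °C, 20 min compound RT. Also added: carbachol, ECmax concentration. Measured by: Fluo4 fluorescence kinetic imaging of calcium. Evaluation: integrated calcium ratio converted to B score.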
# KCNK3 block: human KCNK3 channel inhibition, primary screen. B-score at 10 µM. CHO-KCNK3 thallium flux, FluxOR fluorescence; hits give low values. 0.84% of 340,000 active. O14649;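 active = B-score under library mean minus 4 SD, starting fluorescence ratio at most library mean plus 5 SD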;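 also: more negative B-score means stronger inhibition of thallium flux through KCNK3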
# Active calls of the source: *; i = inactive; / = no result given; & = joins results of further samples.
# Every second line gives: KCNK9 inh	KCNQ1 act	GSK3B inh	GSK3 alpha inh	RGS4 block	KCNQ1 inh	Dyrk1A ADPGlo	PolyA inhibitor	hERG protect	RGS4 pot	KCNK3 block
1: Cc1cccc(N(C(=O)CCC(=O)Nc2cc(C)on2)C(C(=O)NC2CCCC2)c2cccnc2)c1 (configuration not stated)
  i	i	-1	-2	i	i	1	i	-9	i	i
2: O=C(O)c1ccc(N2CCCS2(=O)=O)cc1
  i	i	/	0	i	i	-6	i	-14	i	i
3: O=C1[C@H]2[C@@H](C(=O)N1c1cccc3ccccc13)C1(C(=O)c3ccccc3C1=O)N1CCC[C@@H]21
  i	i	3	0	i	i	3	i	-11	i	i
4: Cc1ccc(S(=O)(=O)N(C)C)cc1NC(=S)NNC(=O)C1CC1
  i	i	2	/	i	i	-5	i	-11	i	i
5: Cc1nnc(Sc2cc(C(=O)NCCCN(C)Cc3ccccc3)c3ccccc3n2)s1
  i	i	-2	1	i	i	1	i	-7	i	i
6: CCSc1nnc(NC(=O)C2C3C=CC(C3)C2C(=O)O)s1 (configuration not stated)
  i	i	-5	-8	i	i	2	i	-9	i	i
7: COc1ccc(/C(N)=N/O)c(OC)c1
  i	i	2	-1	i	i	-1	i	-7	i	i
8: Nc1ccccc1Nc1cc(-c2cccc(Cl)c2)nn1-c1ccccc1
  i	i	1	-2	i	i	-3	i	-6	i	i
9: Cc1cccc(NC(=O)CCSc2ccccc2)c1C
  i	i	0	0	i	i	-3	i	-9	i	i
10: N#C/C(=C\c1cc([N+](=O)[O-])c(N2CCOCC2)cc1N1CCOCC1)c1nc2ccccc2[nH]1
  i	i	1	1	i	i	2	i	-11	i	i
11: Cc1cc2cc(CNC(=O)c3ccc(S(=O)(=O)N4CCCCC4)cc3)ccc2n1C
  i	i	0	0	i	i	1	i	-10	i	i
12: O=C(c1ccccc1)c1cccc(NC(=O)c2ccc(Br)o2)c1
  -9.2*	i	-2	1	i	i	-2	i	-6	i	-9.7*
13: O=C(N/N=C1/CC2C=CCC12)c1ccco1 (configuration not stated)
  i	i	-1	-2	i	i	1	i	-5	i	i
14: Cn1cc(C(=O)c2ccc(Cl)cc2Cl)cc1C(=O)N/N=C(\N)COc1ccc(F)cc1
  i	i	0	-1	i	i	3	i	-13	i	i
15: O=C(Nc1cccc(-c2csc(-c3ccccc3)n2)c1)c1cccs1
  -12*	i	1	-2	i	i	/	i	-6	-7.1*	i
16: Cc1[nH]n(-c2ccccc2)c(=O)c1C(=O)Nc1ccccc1
  i	i	-1	-2	i	i	-7	i	-3	i	i
17: NNC(=O)C1CC1(c1ccccc1)c1ccccc1 (configuration not stated)
  i	i	1	1	i	i	-4	i	-9	i	i
18: FC(F)(F)c1ccc2c(c1)C1C=CCC1C(c1ccncc1)N2 (configuration not stated)
  i	i	4	/	i	i	3	/	-6	i	i
19: Cc1cccc(C)c1NC(=O)c1cccnc1
  i	i	0	1	i	i	-1	i	-11	i	i
20: Cc1ccc(C)c(Nc2nc(-c3cccnc3)cs2)c1
  i	i	-4	-2	i	i	7	i	-5	i	i
21: NC(=O)c1ccccc1NC(=O)NC1CCCCC1
  i	i	-4	-4	i	i	-6	i	-5	i	i
22: CSCC(O)Cn1[nH]c(=O)c2cc(Cl)c(Cl)cc2c1=O (configuration not stated)
  i	i	2	5	i	i	19	i	-8	i	i
23: O=C(COC(=O)c1cccnc1Nc1ccccc1F)NC1CC1
  i	i	-1	0	i	i	-5	i	-5	i	i
24: O=C(CSc1ccccc1)NCc1ccccn1
  i	i	1	-1	i	i	-1	i	-11	i	i
25: COCCCn1c(SCC(=O)Nc2ccc3c(c2)OCCO3)nnc1-c1ccoc1C
  i	i	7	3	i	i	-24	i	-8	i	i
26: O=C(Cn1cnc2ccccc21)NCc1ccccc1
  i	i	5	-2	i	i	-15	i	-4	i	i
27: O=C(COC(=O)/C=C/c1cccs1)NC(=O)Cc1ccccc1
  i	i	-1	0	i	i	4	i	-7	i	i
28: O=CN1CCCN(C(=O)CC2C(=O)NCCN2Cc2cccc(Oc3ccccc3)c2)CC1 (configuration not stated)
  i	i	2	-1	i	i	5	i	-6	i	i
29: Cc1cc(OC(=O)c2cc(F)c(F)cc2Cl)nc(C)n1
  i	i	3	2	i	i	-3	i	-7	i	i
30: CC(=O)Nc1ccc(S(=O)(=O)c2ccc(N)cc2)cc1N
  i	i	2	-1	i	i	7	i	-2	i	i
31: N#C/C(=C\c1cccc([N+](=O)[O-])c1)c1nnc2n1CCCCC2
  i	i	2	-2	6.1*	i	-1	i	-7	i	i
32: CSCC[C@H](NC(=O)OC(C)(C)C)C(=O)NCC1CCC(C(=O)N[C@@H](Cc2ccccc2)C(=O)O)CC1 (some centres not stated)
  i	i	0	-2	i	i	-10	i	-3	i	i
33: COc1cc(CNc2ccc(CNc3ncn[nH]3)cc2)cc(Cl)c1OCc1ccccc1
  i	i	1	-3	i	i	-4	i	-1	i	i
34: CCC(C)C(=O)Nc1ncc2c(n1)CC(c1cccs1)CC2=O (configuration not stated)
  i	i	0	1	i	i	-2	i	-19	i	i
35: COc1ccc(-n2c(Cc3cc(=O)[nH]c(=O)[nH]3)nnc2SCC(=O)N2CCCC2)cc1
  i	i	1	/	i	i	9	i	-10	i	i
36: N#Cc1c2c(c(Nc3ccc(O)cc3)n3c1nc1ccccc13)CCC2
  i	i	-1	1	i	i	4	i	-7	i	i
37: CNC(=O)C1CCN(C(=O)c2ccc(-c3ccccc3)cc2)CC1
  i	i	1	-1	i	i	-5	i	-8	i	i
38: CC(C)(C)OC(=O)NCCc1nnc(SCc2ccc(Cl)cc2Cl)o1
  i	i	-6	-2	i	i	3	/	-16	i	i
39: Cc1cc([N+](=O)[O-])nn1CC(=O)Nc1c(C)n(C)n(-c2ccccc2)c1=O
  i	i	3	-2	i	i	1	i	-10	i	i
40: O=C(CC1SC(=Nc2ccccc2)N(CCc2ccccn2)C1=O)Nc1ccc(F)cc1 (configuration not stated)
  i	i	1	2	i	i	-1	i	-15	i	i
41: COC(=O)Cc1c(C)nc2nc(-c3ccc(Cl)cc3)[nH]n2c1=O
  i	i	-4	/	i	i	-2	i	0	i	i
42: O=C(O)c1ccc(NS(=O)(=O)c2ccc(Cl)c(C(=O)Nc3ccccc3)c2)cc1
  i	i	3	-3	i	i	-3	i	-12	i	i
43: CN1CCCCc2c1[nH]c1ccccc1c2=O
  i	i	1	1	i	i	3	i	-7	i	i
44: COCCOC(=O)C1=C(C)Nc2nc(C)nn2C1c1ccc(F)cc1 (configuration not stated)
  i	i	0	-1	i	i	5&-1	i	-7	i	i
45: O=C(/C=C/c1ccc(Cl)cc1)N1CCN(Cc2ccccc2)CC1
  i	i	2	-2	i	i	-4	i	-4	i	i
46: O=C(Nc1ccccc1N1CCOCC1)c1ccc([N+](=O)[O-])o1
  i	i	1	-2	i	i	0	i	-9	i	i
47: COc1cc2[nH]c3c(c2cc1OC)CCN1CCCC[C@@H]31
  i	i	-24	2	i	i	-1	/	-6	i	i
48: CCNC(=S)N/N=C/c1sc(N2CCCCC2)nc1-c1cccs1
  i	i	0	2	i	i	3	i	-4	i	i
49: COc1ccc(N(CC(=O)NC2CC3CCC2C3)S(=O)(=O)c2ccccc2)cc1Cl (configuration not stated)
  i	i	6	0	i	7*	17	i	-1	i	i
50: CNC(=O)C12CC3CC(C1)CC(c1ccc(C)cc1)(C3)C2
  i	i	-3	-3	i	i	-1	i	-6	i	i

# (listing goes on)
# Every second line gives: KCNK9 inh	KCNQ1 act	GSK3B inh	GSK3 alpha inh	RGS4 block	KCNQ1 inh	Dyrk1A ADPGlo	PolyA inhibitor	hERG protect	RGS4 pot	KCNK3 block
51: Cc1cc(C)n(C(=O)c2ccc([N+](=O)[O-])cc2N)n1
  i	i	3	-1	i	i	-2	i	-5	i	i
52: CC(=O)N1CCc2cc(S(=O)(=O)CCC(=O)NCCc3ccccc3)ccc21
  i	i	-1	1	i	i	-2	i	-2	i	i
53: c1ccc(CNc2nc3ccccc3[nH]2)cc1
  i	i	0	2	i	i	-3	i	-1	i	i
54: O=C(C1CCN(S(=O)(=O)c2cccc3nsnc23)CC1)N1CCn2c1nc1ccccc12
  i	i	-2	-4	i	i	-3	i	-10	i	i
55: COc1ccccc1CN1C(=O)[C@@H]2Cc3c([nH]c4ccccc34)C(C)(C)N2C1=O
  i	i	3	-3	i	i	2	i	-5	i	i
56: O=C(NCCC1=CCCCC1)C(c1ccccc1)c1ccccc1
  i	i	2	-3	i	i	3	i	-3	i	i
57: CCC(C)(C)NC(=O)CN(C(=O)c1snc(C(N)=O)c1N)c1ccc2nc(C)sc2c1
  i	i	-4	1	i	i	3	i	-3	i	i
58: CCCCNc1nc(Cl)nc(Nc2ccc(C)cc2)n1
  i	i	-1	-1	i	i	/	i	1	i	i
59: Oc1cccc(/C=N/N=C/c2cccc(O)c2O)c1O
  i	i	-3	-3	i	i	-4	i	-6	i	i
60: CC(Sc1nc(N)cc(=O)[nH]1)C(=O)Nc1sc2c(c1C#N)CCCC2 (configuration not stated)
  i	i	1	-1	i	i	0	i	-7	i	i
61: Clc1cccc(C2=NOC(c3nnc(-c4ccccc4)o3)C2)c1 (configuration not stated)
  i	i	1	2	i	i	5	i	-2	i	i
62: Cc1ccc(/C=N/NC(=O)CNC(=O)COc2ccccc2)cc1
  i	i	2	-2	i	i	-2	i	-4	i	i
63: COc1ccccc1-n1cc(-c2ccccc2)c2c(=S)nc[nH]c21
  i	i	1	-1	i	i	5	i	-8	i	i
64: CCOC(=O)CSc1nc2cc(C(=O)OC)ccc2c(=O)n1CCN1CCOCC1
  i	i	3	2	i	i	0	i	-11	i	i
65: CSc1nc2[nH]ncc2c(=O)[nH]1
  i	i	0	9	i	i	9	i	-1	i	i
66: O=C(COc1ccccc1)N1CCN=C1c1ccccc1
  i	i	-1	-3	i	i	7	i	-5	i	i
67: O=C(COC(=O)C1CCN(S(=O)(=O)c2cccs2)CC1)Nc1ccccc1Br
  i	i	1	-1	i	i	-6	i	-9	i	i
68: CCOC(=O)N/N=C\C=C\c1ccc2c(c1)OCO2
  i	i	-4	2	i	i	-1	i	-10	i	i

# Not all compounds are listed; count on the stated rates, not on these rows.
